Screening results from PubChem.
MIN6 prolif: MIN6 beta-cell proliferation induction; proliferation, % at 10 µM; AID 2380; actives 0.29% (n = 330,000); MIN6 cells proliferation, ATPlite luminescence, 48 h; cells starved in 0.2% serum; 100% = growth in 10% serum;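 active means compounds whose signal lies at least 3.5 SD above the mean of all wells on their plate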;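 further: 0% = DMSO-treated cells in low-serum medium and 100% = 10% serum control; some compounds called inactive have numbers as strong as hits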
ATG4B inhibitor: ATG4B (human) cysteine protease inhibition; inhibition, % at 8.33 µM; Q9Y4P1; ATG4B cleavage of LC3-PLA2, NBD-HPC fluorescence, 1 h; AID 504462; actives 0.51% (n = 340,000); in the data active means inhibition above about 40%
A3A deaminase: blocks human APOBEC3A ssDNA deamination; AID 493011; P31941; actives 0.41% (n = 330,000); recombinant A3A, FAM/TAMRA ssDNA deamination fluorescence; inhibition, % at 20 µM;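 active means at least 40% inhibition at 20 µM here, with at most 30% in a related deaminase screen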;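 further: plate controls were A3A with DMSO for no effect and wells lacking A3A enzyme for full effect; some results filed as inactive read as strong as hits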
Target sequence (P31941 whole entry, looked up): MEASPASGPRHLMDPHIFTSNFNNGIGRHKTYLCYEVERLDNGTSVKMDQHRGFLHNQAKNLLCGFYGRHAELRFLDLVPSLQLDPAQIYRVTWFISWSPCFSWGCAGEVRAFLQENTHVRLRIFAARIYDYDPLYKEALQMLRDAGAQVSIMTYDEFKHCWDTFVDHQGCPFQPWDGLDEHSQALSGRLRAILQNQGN
hIAP block: human IAP inhibition. P09923. purified IAP, CDP-Star luminescence, 30 min. inhibition, % at 10 µM. actives 0.12% (n = 330,000). AID 2544;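 active means inhibition reaching a set limit with compound at 10 µM in the primary screen, cut at about 35% in these data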;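 further: plate controls were DMSO wells with enzyme for no effect and no-enzyme buffer wells for full effect; values of inactives mirror those of a sister screen read the other way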
mIAP act: mouse IAP activation. muIAP, CDP-Star luminescence, 30 min; hits give high values; 1 = vehicle-only enzyme signal, 0 = enzyme-free wells. activation factor at 10 µM. actives 0.24% (n = 330,000). AID 2805;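 active means activation factor of at least 2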; further: the source names both 10 and 20 µM as test concentration; values of inactives mirror those of a sister screen read the other way
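Assay system: mouse IAP enzyme; reagent: chemiluminescent substrate CDP-Star; dosing: test compounds delivered from DMSO solution; schedule: 30 min at room temperature; measured by: luminescence from enzymatic CDP-Star hydrolysis; controls: DMSO-only wells and no-enzyme negative control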
APOBEC3G inh: APOBEC3G (human) deaminase inhibition; Q9HC16; recombinant A3G, ssDNA deamination FAM/TAMRA fluorescence; inhibition, % at 20 µM; actives 0.28% (n = 330,000); AID 493012;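 active means inhibition of at least 40% at 20 µM, with no more than 30% in the related APOBEC3A deaminase screen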;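 further: plate controls were DMSO wells with A3G for no effect and wells lacking A3G enzyme for full effect; some compounds called inactive have numbers as strong as hits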
Target sequence (Q9HC16 whole entry, looked up): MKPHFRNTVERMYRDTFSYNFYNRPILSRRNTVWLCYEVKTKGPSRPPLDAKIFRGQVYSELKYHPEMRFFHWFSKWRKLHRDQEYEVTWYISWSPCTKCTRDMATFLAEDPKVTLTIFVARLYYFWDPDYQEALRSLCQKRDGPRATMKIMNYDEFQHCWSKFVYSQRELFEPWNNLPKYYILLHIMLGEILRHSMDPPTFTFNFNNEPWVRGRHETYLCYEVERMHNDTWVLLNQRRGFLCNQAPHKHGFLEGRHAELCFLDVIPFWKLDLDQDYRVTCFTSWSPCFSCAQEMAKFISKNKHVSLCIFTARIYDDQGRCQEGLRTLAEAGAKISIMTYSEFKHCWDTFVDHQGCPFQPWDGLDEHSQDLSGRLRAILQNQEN
mIAP inh: blocks mouse intestinal alkaline phosphatase; AID 2806; inhibition, % at 10 µM; actives 0.2% (n = 330,000); purified mouse IAP, CDP-Star luminescence, 30 min;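 active means inhibition of at least 40% at 10 µM in the primary screen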;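 further: plate controls were DMSO with enzyme for no effect and no enzyme wells for full effect; values of inactives mirror those of a sister screen read the other way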
MPTP inh: blocks calcium-induced mitochondrial swelling. inhibition, % at 10 µM. isolated mouse mitochondria, Ca2+ swelling absorbance, 30 min. actives 1.4% (n = 360,000);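 active means inhibition of 50% or more, scaled per plate between neutral and stimulator controls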;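 further: 0% = DMSO wells given calcium and 100% = 1 mM EGTA wells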
hIAP activ: human IAP activation. P09923. purified human IAP, CDP-Star luminescence, 30 min; hits give high values; 1 = vehicle-only enzyme, 0 = enzyme-free background. activation factor at 10 µM. actives 0.16% (n = 330,000);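 active means activation factor of the enzyme at least 2-fold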; further: the source names both 10 and 20 µM as test concentration; values of inactives mirror those of a sister screen read the other way
Numbers without * were called inactive.

Preview (5 entries):
nr | Molecule | MIN6 prolif | ATG4B inhibitor | A3A deaminase | hIAP block | mIAP act | APOBEC3G inh | mIAP inh | MPTP inh | hIAP activ
1 | CN(C)N1C(N)=C(C#N)C(c2cccc([N+](=O)[O-])c2)C2=C1CC(C)(C)CC2=O (centres undefined) | 4 | 6 | -4 | 6 | 0.96 | -6 | 4 | -0.8 | 0.94
2 | Cc1cc2[nH]c(=O)c3ccccc3n2n1 | -2 | -4 | 0 | 9 | 0.98 | -2 | 2 | -0.5 | 0.91
3 | O=C(CSCc1ccc(Cl)cc1)Nc1ccc2c(c1)OCO2 | -2 | 3 | 2 | -1 | 0.99 | -1 | 1 | -0.3 | 1
4 | O=C(N1CCC(n2nc(-c3ccccc3)oc2=O)CC1)C1(c2ccccc2)CC1 | -1 | -8 | 1 | 18 | 1 | -3 | -1 | -1.2 | 0.82
5 | COc1ccc2c(c1)[nH]c1c(=O)n(Cc3ccco3)cnc12 | 4 | 7 | -3 | -11 | 1 | -4 | -1 | -1.1 | 1.1

All compounds of this part, repeating the preview:
nr | Molecule | MIN6 prolif | ATG4B inhibitor | A3A deaminase | hIAP block | mIAP act | APOBEC3G inh | mIAP inh | MPTP inh | hIAP activ
1 | CN(C)N1C(N)=C(C#N)C(c2cccc([N+](=O)[O-])c2)C2=C1CC(C)(C)CC2=O (centres undefined) | 4 | 6 | -4 | 6 | 0.96 | -6 | 4 | -0.8 | 0.94
2 | Cc1cc2[nH]c(=O)c3ccccc3n2n1 | -2 | -4 | 0 | 9 | 0.98 | -2 | 2 | -0.5 | 0.91
3 | O=C(CSCc1ccc(Cl)cc1)Nc1ccc2c(c1)OCO2 | -2 | 3 | 2 | -1 | 0.99 | -1 | 1 | -0.3 | 1
4 | O=C(N1CCC(n2nc(-c3ccccc3)oc2=O)CC1)C1(c2ccccc2)CC1 | -1 | -8 | 1 | 18 | 1 | -3 | -1 | -1.2 | 0.82
5 | COc1ccc2c(c1)[nH]c1c(=O)n(Cc3ccco3)cnc12 | 4 | 7 | -3 | -11 | 1 | -4 | -1 | -1.1 | 1.1
6 | Cc1c(C2N3CC4(C)CN2CC(C)(C3)C4=O)c2ccccc2n1C (centres undefined) | -1 | -7 | -4 | 17 | 0.94 | -3 | 6 | 2.2 | 0.83
7 | Cc1n[nH]c(C)c1S(=O)(=O)N1CCN(S(=O)(=O)c2cccc(F)c2)CC1 | -5 | 2 | -2 | -2 | 0.99 | -11 | 1 | -0.8 | 1
8 | Cc1c(C(=O)OCC(C)C)[nH]c2c1C(=O)CC(c1ccco1)C2 (centres undefined) | -6 | 17 | 7 | 13 | 0.8 | 1 | 20 | 0.2 | 0.87
9 | COc1ccccc1CNC(=O)c1ccccc1SCC(=O)NCc1ccco1 | -6 | -5 | -2 | 9 | 1 | -15 | -1 | 0.2 | 0.91
10 | C/C(N)=C(/C#N)C(=O)CSc1nc2ccccc2c(=O)n1Cc1ccc(C)cc1 | -5 | -3 | 14 | 3 | 0.92 | 2 | 8 | -1.4 | 0.97
11 | CC(C)c1ccc(/C=N/n2nnnc2Nc2ccccc2)cc1 | -3 | -8 | 0 | 6 | 0.96 | -5 | 4 | -9.1 | 0.94
12 | CCOc1ccc(NC(=O)CCn2nc(C)c(S(=O)(=O)N3CCCCC3)c2C)cc1 | 1 | -5 | -3 | -23 | 0.95 | -5 | 5 | -0.7 | 1.2
13 | Cc1nnc(NC(=O)C(C)Sc2nncn2C)s1 (centres undefined) | 1 | -20 | 69* | 17 | 1.1 | -3 | -6 | -0.9 | 0.83
14 | CCN(CC)CCOC(=O)C1(c2ccccc2)CCOCC1 | -1 | -8 | -6 | -56 | 1 | -10 | -1 | -0.8 | 1.6
15 | CCCN(CCO)Cc1cccc(Br)c1 | -1 | 3 | -1 | 20 | 0.98 | -2 | 2 | -1.6 | 0.8
16 | Cn1c(SCc2nc(-c3ccc(Cl)cc3)no2)nnc1-c1ccco1 | 1 | -6 | -4 | 3 | 0.97 | -8 | 3 | -0.7 | 0.97
17 | CCC(c1nnc(SCC(=O)Nc2ccc(S(N)(=O)=O)cc2)n1Cc1ccccc1)N(C)C (centres undefined) | 0 | 1 | 2 | -6 | 1.1 | 1 | -6 | 0.6 | 1.1
18 | S=c1[nH]nc(-c2cc(-c3ccccc3)n[nH]2)n1/N=C/c1ccc(Cl)c(Cl)c1 | 0 | -4 | -2 | -92 | 1.1 | 13 | -8 | 4.1 | 1.9
19 | S=C(Nc1cccnc1)Nc1ccccn1 | -3 | 1 | 63* | 5 | 0.93 | -3 | 7 | 1.1 | 0.95
20 | Cc1ccccc1-n1nc2c(c1NC(=O)C(C)(C)C)CS(=O)(=O)C2 | 0 | -9 | 1 | 16 | 0.98 | -6 | 2 | -0.1 | 0.84
21 | Cn1c(-c2ccc(F)cc2)cnc1SCC(=O)N1CCCc2ccccc21 | 0 | 8 | 0 | -5 | 1.1 | -3 | -8 | -1.7 | 1.1
22 | Cc1ccc(C(=O)Nc2ccc(C(F)(F)F)n(C)c2=O)cc1 | -4 | 14 | 1 | 0 | 1 | -5 | -3 | -0.2 | 1
23 | CCNc1nc(NCC)nc(N(C)N)n1 | -2 | 4 | -2 | -8 | 1 | -5 | -1 | -1.0 | 1.1
24 | COc1ccc(SCCCn2c(=O)c3c(ncn3C)n(C)c2=O)cc1 | 0 | -2 | 0 | 0 | 1 | -2 | 0 | -0.7 | 1
25 | CC(NC(=O)C(c1ccccc1)c1ccccc1)c1ccccc1 (centres undefined) | 0 | -1 | -2 | -4 | 1.1 | -4 | -6 | 2.7 | 1
26 | CCOc1ccc(OCC)c(NC(=O)Cn2cccc2)c1 | 5 | -2 | -6 | 9 | 1.1 | -7 | -7 | -1.0 | 0.91
27 | O=c1ccc2cc(S(=O)(=O)N3CCN(c4cc(Cl)ccc4Cl)CC3)ccc2o1 | -3 | -2 | 1 | 1 | 0.89 | -2 | 11 | -1.8 | 0.99
28 | CC(=O)c1ccc(N2CCN(c3ccc(S(=O)(=O)NCCCN(C)C)cc3[N+](=O)[O-])CC2)cc1 | -5 | -7 | 13 | 14 | 0.85 | 3 | 15 | 36 | 0.86
29 | CC(C)CCNC(=O)C1CCC(CNc2c(N3CCC(C)CC3)c(=O)c2=O)CC1 (centres undefined) | -2 | 1 | -3 | -10 | 0.94 | -2 | 6 | 0.6 | 1.1

Single records, from the list above. Order of screens: MIN6 prolif	ATG4B inhibitor	A3A deaminase	hIAP block	mIAP act	APOBEC3G inh	mIAP inh	MPTP inh	hIAP activ
CC(NC(=O)C(c1ccccc1)c1ccccc1)c1ccccc1 (centres undefined) is listed with 0	-1	-2	-4	1.1	-4	-6	2.7	1
CCOc1ccc(OCC)c(NC(=O)Cn2cccc2)c1 is listed with 5	-2	-6	9	1.1	-7	-7	-1.0	0.91
Cc1ccc(C(=O)Nc2ccc(C(F)(F)F)n(C)c2=O)cc1 is listed with -4	14	1	0	1	-5	-3	-0.2	1
CCN(CC)CCOC(=O)C1(c2ccccc2)CCOCC1 is listed with -1	-8	-6	-56	1	-10	-1	-0.8	1.6
